Source: PubChem (Broad Institute)
XiGFP reactiv – X-chromosome reactivation activator; XiGFP mouse fibroblasts, % GFP-positive cells imaging, 3 d; cells co-treated with 5-aza-dC sensitizer; scaled so ellipticine positive control = 100%; activation, % at 7.58 µM; hit rate 0.055% among 360,000; AID 743238;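 active = mean normalized replicate activation at least 10% and every replicate at or above 10%; inconclusive = only one of the two criteria met; inactive = mean below 10% and not all replicates reach 10%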;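 note: 0% = median of on-plate neutral control wells and 100% = ellipticine 6 µM median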
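Assay system: SV40-immortalized XiGFP fibroblast cells, line 68-5-11; buffer or medium: DMEM plus 5-aza-dC sensitizer; compound: one concentration, pinned; timing: compounds 3 days, fix/stain 15 min at room temperature; benchmarks: positive control ellipticine, 6 µM final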
RAD54 branch – blocks human RAD54 Holliday junction branch migration. FAM/BHQ fluorescence. inhibition, % at 10.4 µM. Q92698. AID 602329. hit rate 0.14% among 360,000;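 active = mean normalized replicate activity at least 40 and at least half of replicates scoring 40 or more; inconclusive = only one of the two criteria met; inactive = mean below 40 and under half of replicates reaching 40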;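 note: 0% = median of neutral control wells and 100% = median of positive control wells; inhibitors cause a drop in the FAM fluorescence signal; in these data hits start at about 50%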
Target sequence (Q92698 whole entry, looked up): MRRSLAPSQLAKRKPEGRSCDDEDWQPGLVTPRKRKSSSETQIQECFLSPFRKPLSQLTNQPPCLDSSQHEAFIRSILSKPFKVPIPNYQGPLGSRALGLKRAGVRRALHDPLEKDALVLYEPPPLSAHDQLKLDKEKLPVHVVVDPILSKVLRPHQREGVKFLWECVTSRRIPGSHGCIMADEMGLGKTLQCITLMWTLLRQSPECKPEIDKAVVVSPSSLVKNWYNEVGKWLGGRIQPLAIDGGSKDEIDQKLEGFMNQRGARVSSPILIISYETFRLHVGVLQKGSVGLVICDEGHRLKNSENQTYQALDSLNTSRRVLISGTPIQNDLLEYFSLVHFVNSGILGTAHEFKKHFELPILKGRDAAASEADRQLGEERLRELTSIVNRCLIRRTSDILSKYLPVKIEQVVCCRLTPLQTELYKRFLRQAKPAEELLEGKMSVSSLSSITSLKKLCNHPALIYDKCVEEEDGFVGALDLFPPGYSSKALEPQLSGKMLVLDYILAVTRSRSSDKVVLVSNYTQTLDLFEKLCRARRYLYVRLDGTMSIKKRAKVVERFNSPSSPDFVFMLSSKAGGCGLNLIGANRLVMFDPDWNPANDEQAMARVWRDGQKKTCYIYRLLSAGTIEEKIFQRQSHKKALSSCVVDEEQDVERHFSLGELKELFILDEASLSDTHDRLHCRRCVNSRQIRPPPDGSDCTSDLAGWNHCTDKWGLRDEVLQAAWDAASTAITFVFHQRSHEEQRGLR
S100A4 inh HTS – blocks human S100A4 binding to myosin IIA peptide. P26447. S100A4/TAMRA-MyoIIA peptide fluorescence polarization. inhibition, % at 10.7 µM. hit rate 0.14% among 360,000. AID 652163;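 active = mean inhibition of at least 70% across replicates, with every replicate also reaching that level; inconclusive = mean inhibition reaches 70% but some replicates fall short; inactive = mean inhibition below 70%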
Target sequence (P26447 whole entry, looked up): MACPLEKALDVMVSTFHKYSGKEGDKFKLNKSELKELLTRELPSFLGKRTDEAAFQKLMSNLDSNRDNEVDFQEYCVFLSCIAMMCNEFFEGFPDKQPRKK
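Material: S100A4 monomer protein | Medium: HEPES pH 7.2 with CaCl2, KCl, NaCl, DTT, Triton | Reagent: Labelled myosin peptide probe, 5 nM | Doses: One dose per compound | Times: 5 min incubation before reading | Benchmarks: Neutral control DMSO, positive control TFP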
FN deposit inh – fibronectin deposition inhibition | AID 743247 | inhibition, % at 12.6 µM | hit rate 0.086% among 350,000 | AH1F fibroblasts, Alexa488-fibronectin deposition fluorescence, overnight;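 active = mean inhibition across replicates of 30% or more, regardless of how many single replicates reach that level; inconclusive = mean under 30% yet at least half of replicates reach 30%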;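 note: positive control wells lacked labelled fibronectin entirely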
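Material – AH1F fibroblast monolayer, labelled fibronectin deposition · Reagent – labelled fibronectin 24 nM · Timing – 1 h adhesion, overnight exposure · Measured by – fluorescence at 485 nm excitation, 525 nm emission · Read-out – inhibition of fibronectin deposition signal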
EWS-Fli block – EWS/Fli transcriptional activity inhibition. A673 NR0B1-luciferase reporter, viability-normalised. inhibition, % at 12.6 µM. hit rate 0.67% among 350,000. AID 651661;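 active = mean inhibition of at least 50% after viability correction, with every replicate also passing that limit; inconclusive = mean reaches 50% but only one of two replicates passes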;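 note: firefly luciferase signal divided by Alamar Blue viability fluorescence both relative to DMSO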
RAD52 inh – inhibitors of human RAD52 DNA annealing. inhibition, % at 18.7 µM. hit rate 0.46% among 360,000. AID 651710. recombinant RAD52 DNA annealing, FRET fluorescence;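 active = every replicate showing at least 50% inhibition; inconclusive = mean inhibition at least 50% but not in every replicate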
esBAF inh – inhibitors of esBAF chromatin remodeling in mouse ES cells | hit rate 2% among 350,000 | Bmi1-luciferase knock-in reporter, 24 h; 100% = twice the neutral-well signal | reporter increase, % at 12.5 µM; in the data active = activation above about 40%; inconclusive = no clear call, values can overlap the other calls;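 note: 0% = median of the plate's neutral control wells and 100% = double that signal; a rise in the Bmi1 reporter signal indicates esBAF inhibition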
E-selectin induc – induces E-selectin expression in human endothelial cells; activation, % at 7.58 µM; hit rate 0.37% among 260,000; HUVEC E-selectin immunofluorescence imaging; normalized: neutral wells 0, TNF-alpha wells 100; AID 686992; P16581;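 active = mean E-selectin-positive cell signal at least 10% of the positive control, reached in at least 60% of replicates, without over 20% cell loss; inconclusive = no rule given, readout overlaps actives, possibly toxicity-flagged; inactive = the rest, including those meeting only one limit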;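 note: in these data hits start at about 27%; measured in HUVEC primary endothelial cells; signal is the percent of cells scored E-selectin positive by PE staining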
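assay system = HUVEC, human umbilical vein endothelial cells | input = 3,000 HUVEC seeded per well | medium = EGM-2 growth medium on 0.1% gelatin-coated wells | dosing = one compound dose added by pin transfer | signal = immunofluorescence imaging | read-out basis = % PE-positive cells | control set = TNF-alpha, DMSO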
* marks the source's active call; other numbers are inactive results; ? = inconclusive; nt = not tested or not shown; & = joins results of further samples.

SMILES	XiGFP reactiv	RAD54 branch	S100A4 inh HTS	FN deposit inh	EWS-Fli block	RAD52 inh	esBAF inh	E-selectin induc
COC(C[C@@H](O)[C@H](C)[C@H](O)COCc1ccccc1)OC	0.5	4	-1	6	-20	-10	-1	-0.2
CCOc1ccc(Oc2nc(N(CC)CC)nc(N3CCOCC3)n2)nn1	-0.1	nt	-3	-10	2	-10	nt	?
CC(=O)c1sc(NC(=O)c2cnc(Cl)c(Cl)c2)nc1C	0.7	8	-8	-1	-57	-77	34	nt
COc1ccc(CCC(=O)N2CCN(c3ccccc3)CC2)cc1OC	0.0	-5	-3	1	3	-3	-4	0.0
COc1cccc(CNC(=O)CSc2cc(=O)n(C)c3ccccc23)c1	0.1	nt	5	7	0	3	nt	nt
CC(C)[C@H](NC(=O)N1CCn2c1nc1ccccc12)C(=O)NCc1ccccc1Cl	0.0	-3	-1	-1	nt	-2	3	nt
COc1ccc(S(=O)(=O)Nc2ccc3c(c2)OC[C@H](C)NC[C@H](C)[C@H](OC)CN(C)C3=O)cc1	-0.1	-6	-39	4	4	-18	-7	-0.1
Cc1ccc(C(=O)CCC(=O)NC2=NCCS2)cc1	-0.1	3	6	-8	-2	-92	0	-0.2
Cc1cc(=O)oc2cc(Oc3ccc(C(N)=O)cc3[N+](=O)[O-])ccc12	0.1	nt	0	-6	-6	-17	-4	0.0
CCOC(=O)[C@@H]1[C@H]2COc3cc(OC)ccc3[C@H]2N2C(=O)N(c3ccc(F)cc3)C(=O)[C@@]12C	0.1	2	0	1	-11	-18	0	-0.3
CC(=O)Nc1ccc(S(=O)(=O)Nc2c(NC3CCCCC3)c3ccccc3oc2=O)cc1	-0.1	2	1	-11	nt	-9	-5	nt
Fc1ccc(-c2c[nH]c(=S)n2Cc2ccccc2)cc1	0.0	nt	1	2	6	-15	nt	3.8
CC1(C)Cc2c(c(N3CCOCC3)nc3sc(C(=O)Nc4cccc(Cl)c4)c(N)c23)CO1	0.2	4	-3	4	nt	-17	8	nt
CC1(c2ccc3c(c2)OCCCO3)NC(=O)N(CC(=O)NCCc2ccc(F)cc2)C1=O (stereo not given)	0.1	7	1	-7	2	-24	4	0.1
Cc1cc(C)n(CCC(=O)N/N=C/c2ccc(Br)c([N+](=O)[O-])c2)n1	-0.1	4	-3	-5	8	-24	3	2.8
COc1ccc(CC(=O)NNC(=S)NC(=O)c2cccnc2)cc1	-0.1	6	0	-15	8	-22	-5	2.3
O=C(O)CNc1ncccc1[N+](=O)[O-]	0.0	3	-1	-2	2	-5	0	-2.2
COc1ccc2cc(N=Cc3nc(-c4ccc(C)cc4)oc3O)cnc2c1	0.0	nt	-4	2	10	-54	nt	nt
CN(C)C(=O)C[C@@H]1C=C[C@@H](NC(=O)C2CCC2)[C@@H](CO)O1	0.4&0.1	-3	-9&-4	3	0&-1	-8&-11	-4	-0.4&-2.0
Cc1cc(C)nc(NC(N)=NCCc2c[nH]c3ccccc23)n1	0.0	-2	48	-11	6	30	-2	nt
CCOc1ccc(N(C(=O)CNC(=O)c2cccs2)C(C(=O)NCC2CCCO2)c2ccc(OC)c(OC)c2)cc1 (stereo not given)	0.4	nt	-5	-2	6	-1	-2	nt
O=C(C=CC(=O)OC1CCCCC1)OC1CCCCC1	0.0	-9	3	10	-1	-8	3	-0.1
O=C(CCN1CCCCC1)N[C@H]1CC[C@H](CCNS(=O)(=O)c2ccc(Cl)cc2)O[C@@H]1CO	-0.1	-3	43	nt	-9	7	2	-1.5
O=C(C[C@@H]1C[C@@H]2c3cc(NC(=O)CC4CC4)ccc3O[C@@H]2[C@@H](CO)O1)NCCN1CCCCC1	0.0	-4	-12	-7	-15	12	-5	0.0
CC(NC(=O)c1ccc2nc[nH]c2c1)c1ccccc1 (stereo not given)	0.0	nt	3	nt	5	2	nt	nt

Entries above that have an NH in an aromatic ring (three):
SMILES	XiGFP reactiv	RAD54 branch	S100A4 inh HTS	FN deposit inh	EWS-Fli block	RAD52 inh	esBAF inh	E-selectin induc
Fc1ccc(-c2c[nH]c(=S)n2Cc2ccccc2)cc1	0.0	nt	1	2	6	-15	nt	3.8
Cc1cc(C)nc(NC(N)=NCCc2c[nH]c3ccccc23)n1	0.0	-2	48	-11	6	30	-2	nt
CC(NC(=O)c1ccc2nc[nH]c2c1)c1ccccc1 (stereo not given)	0.0	nt	3	nt	5	2	nt	nt

Carrying on.
SMILES	XiGFP reactiv	RAD54 branch	S100A4 inh HTS	FN deposit inh	EWS-Fli block	RAD52 inh	esBAF inh	E-selectin induc
COc1ccc(O)c(C(=O)c2cc(C#N)c(=O)n(Cc3ccccc3)c2)c1	0.0	nt	1	-17	-14	-20	nt	nt
COC(=O)[C@@]1(Cc2ccc(F)cc2)[C@H]2c3cc(C(=O)N(C)C)n(CCF)c3C[C@H]2CN1C(=O)c1ccccc1	0.1	nt	7	-1	0	-12	nt	0.0
COc1ccc(CNC(=O)C[C@H]2C=C[C@@H](NC(=O)CN(C)C)[C@H](CO)O2)cc1	0.0	2	-16	nt	10	2	-1	0.3
CCCNC(=O)C1(C)CCCN(Cc2ccccc2N(C)C)C1 (stereo not given)	0.2	6	-3	nt	1	-11	-1	nt
C/C(=N\NC(=O)C1CCCC1)c1ccc(Cl)c(Cl)c1	0.0	2	-6	2	-24	-9	nt	0.0
CCOC(=O)CN1C(=O)CSc2ccc(S(=O)(=O)N3CCOCC3)cc21	-0.1	0	1	-14	nt	-5	4	0.2
NS(=O)(=O)c1ccc(NC(=S)NCc2cccc(Cl)c2)cc1	0.1	nt	-1	-2	7	-3	nt	nt
CCN1[C@@H]2c3ccc(-c4cccc(OC)c4)c(=O)n3C[C@H]1[C@H](CO)[C@H]2C(=O)N(C)C	0.1	1	8	nt	3	4	-2	-0.2
C[C@@H]1CN([C@@H](C)CO)C(=O)c2cccc(NC(=O)C3CCOCC3)c2O[C@H]1CN(C)C(=O)Nc1cccc2ccccc12	0.4	-4	-1	-14	12	-5	0	-0.1
C#CCN1C=CC(=O)[C@@H](OC(=O)Nc2ccc(Br)cc2)[C@H]1c1ccccc1Br	-0.1	-17	2	3	11	-23	-9	nt
N#CCCNc1ccc(OCCC#N)cc1	nt	-12	-3	nt	nt	-7	1	nt
O=C(C[C@@H]1CC[C@@H]2[C@H](COC[C@H](O)CN2C(=O)c2cccnc2)O1)NCc1ccc(Cl)cc1	0.0	3	94*	12	6	11	2	0.0
COc1cc(OC)cc(C(=O)NC2CC3CCC(C2)N3C)c1 (stereo not given)	0.5	-4	-6	nt	-6	3	4	0.1
O=C(O)c1ccccc1C(=O)NCC(O)COc1ccc(Cl)cc1 (stereo not given)	-0.1	nt	-17	-4	-6	-10	2	-0.2
CCc1ccccc1NC(=S)N1CCN(c2ccccc2F)CC1	0.0	-11	-7	3	3	-7	-3	nt
COc1cccc(COc2nc3c(c(=O)n(C)c(=O)n3C)n2C)c1	nt	-2	0	8	nt	4	30	nt
C[C@@H](NC(=O)C[C@H]1C[C@@H]2c3cc(NS(=O)(=O)c4ccc(F)cc4)ccc3O[C@@H]2[C@@H](CO)O1)c1ccccc1	0.2	-6	6	-2	-4	-13	2	0.1
C[C@@H]1CN([C@@H](C)CO)S(=O)(=O)c2ccc(C#Cc3ccncc3)cc2O[C@@H]1CN(C)S(=O)(=O)c1ccc(F)cc1	0.4	1	-12	nt	47	-112	25	nt
O=C(Nc1ccc2c(c1)OCO2)c1ccc2sc([C@H]3C[C@H](O)[C@@H](CO)O3)nc2c1	0.1	-2	4	nt	-63	-2	39	-0.3
COc1ccc(OC)c(S(=O)(=O)N/N=C\c2c[nH]c3ccccc23)c1	0.1	-1	-2	-1	nt	-44	5	2.5
CCc1nc(CN2CCN(c3cc(C(F)(F)F)ccn3)CC2)c(C)[nH]1	0.0	-16	0	1	8	-3	nt	-0.1
CC(C)CC(N)c1csc(NC(=O)Nc2ccccc2Cc2ccccc2)n1 (stereo not given)	0.0	10	-6	19	14	-14	-6	0.1
C[C@@H]1CCCCO[C@@H](CN(C)C(=O)c2ccccc2)[C@H](C)CN([C@H](C)CO)C(=O)c2cc(NS(=O)(=O)c3ccccc3)ccc2O1	0.0	5	-6	-14	7	-2	7	nt
CN(c1ccccc1)S(=O)(=O)c1ccc(NC(=O)c2nc(S(C)(=O)=O)ncc2Cl)cc1	0.0	-6	-1	16	58*	-38	-91	-0.9
O=C(NCc1ccccc1)[C@H]1[C@H](CO)[C@H]2Cn3c(cccc3=O)[C@@H]1N2C(=O)Cc1ccccn1	0.1	2	4	-11	-4	-12	-3	-0.1
SMILES	XiGFP reactiv	RAD54 branch	S100A4 inh HTS	FN deposit inh	EWS-Fli block	RAD52 inh	esBAF inh	E-selectin induc
CCCN1CCCCC(NC(=O)c2c(F)cccc2F)C1=O (stereo not given)	0.5	nt	107*	-1	-16	-44	nt	0.0
CCNC(=O)C1CCCN(Cc2ccc(C(=O)OCC)cc2)CC1 (stereo not given)	-0.1	-7	-1	nt	-9	-11	-1	nt
COC(=O)C1=C(C)N(Cc2ccccc2C(F)(F)F)C(=NCc2ccc3c(c2)OCO3)NC1c1cccc(F)c1 (stereo not given)	0.2	nt	3	-3	18	-20	nt	-0.1
CC(C)NC(=O)N(C)C[C@@H]1Oc2ccc(NC(=O)c3ccncc3)cc2C(=O)N([C@H](C)CO)C[C@@H]1C	0.3	-7	-15	-1	0	-2	2	-0.1
CCC(=O)N1[C@@H](CO)[C@@H]2c3ccccc3N(S(=O)(=O)c3ccc(F)cc3)C[C@@H]21	0.1	-1	18	-7	0	-9	2	0.3
O=C(Nc1ccc(OCc2ccccc2Cl)cc1)c1cccnc1	0.0	-2	-2	7	?	-3	-56	nt
O=C(CSc1ccc2nc(-c3ccccc3)cn2n1)NCC1CCCO1 (stereo not given)	0.0	-9	-4	1	-52	-9	30	-0.4
Cc1noc(C)c1NC(=O)N[C@H]1C=C[C@@H](CC(=O)Nc2ccccc2)O[C@@H]1CO	-0.2	-5	-7	nt	1	-3	-1	-0.2
NC(=O)NCc1ccc(F)cc1	0.2	nt	2	-7	-4	-15	nt	0.1
O=c1c2[nH]c3ccccc3c2nc2n1CCS2	0.0	nt	-6	-20	-13	-18	nt	3.8
CC1(OC(=O)c2ccco2)C(=O)C=C2C=C(C3CC3)OC=C2C1=O (stereo not given)	0.1	-15	-2	-2	-15	-86	0	-0.1
COc1ccccc1C1=NNC(=Nc2cccc(S(=O)(=O)N(C)C)c2)SC1	0.1	-14	-1	4	41	-4	8	-3.0
Cc1cc(C)c2nc(NC(=O)c3ccc4c(=O)n5c(nc4c3)CCCCC5)sc2c1	-0.1	nt	-8	1	-6	-7	nt	35*
CCC(=O)N1CCC2(CC1)Oc1ccc(Cl)cc1C(=O)C21CC(c2ccccc2)=NO1 (stereo not given)	-0.1	-5	8	6	6	-3	-10	0.3

Outcome played no part in choosing rows (roughly 3% active in at least one column).
